Compound activity as filed in PubChem.
Nrf2 ARE act: Nrf2 pathway activation. AREc32 ARE-luciferase reporter (MCF7-derived line), luminescence, 24 h. Potency, µM (series often up to 46.1 µM), for inactives: at the top dose activation, most hits filed as activators. AID 624171. 410,000 compounds, 0.31% hits; also: potency is read from the fitted curve at half-maximal effect; % of control where 0% means no effect; nearly all actives have a fitted effect of over 65% in size
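AREc32_Fluc, 1000 cells/well, OPTI-MEM + 5% FBS, o/n 37 deg C 5% CO2; 23 nL cpd by pin tool, 24 hr; Steady-Glo 30 min RT, luminescence.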
ATXN viability: reduces viability in counter-screen for ATXN expression inhibitors. S2 cells (HEK-293 line with an ATXN2-luciferase reporter) viability, CellTiter-Fluor protease fluorescence, 24 h. Potency, µM (doses to about 56.7 µM), hits mostly cytotoxic. 400,000 compounds, 0.49% hits. AID 651635; also: potency is read from the fitted curve at half-maximal effect; nearly all actives have a fitted effect of over 40% in size
pAkt inh: inhibitors of Akt phosphorylation; 360,000 compounds, 0.32% hits; Neuro2A IGF-stimulated pAkt S473 HTRF, 20 min; active compounds read low; activity change, % for hits at 50 µM; in the data active = activity change below about -80%; inconclusive = mostly about -51% to -80%; also: % is scaled to controls: 0 for no effect and ±100 for the full control effect
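Neuro2A cells (4,500/well, DMEM with 0.5% FBS) were treated with compound at a single 50 µM final concentration, stimulated with 6 nM IGF for 20 min at 37 °C, and lysed. Phospho-Akt Ser473 was read by HTRF as 665/615 ratio ×10^4.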
HepG2 viability: HepG2 cytotoxicity, counter-screen for TGF-b inhibitors. HepG2 CAGA-GFP viability, ATP luminescence, 18 h. 410,000 compounds, 0.76% hits. Potency, µM (doses to about 46.1 µM), inactives show at the top dose activity change, negative = cytotoxicity, most hits filed as cytotoxic; also: potency is read from the fitted curve at half-maximal effect; some results filed as inactive show a strong effect at the top dose
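CellTiter-Glo luminescence gave cytotoxicity after 18 hours at 37 degrees C. The cells were HepG2 CAGA-GFP in 1% FBS DMEM, stimulated with 500 pg/mL TGF-beta after compound addition. %Activity was normalised to no-cell wells (complete cell-killing) and DMSO (no toxicity), and curves were fitted and classified.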
A549 tox: counter-screen for Nrf2 inhibitors: cytotoxicity in A549 cells; A549 ARE-Fluc cells, CellTiter-Fluor viability, 18-24 h; Potency, µM (highest dose often 46 µM), for inactives: at the top dose activity change, negative = cytotoxicity, usual class: inhibitors; 390,000 compounds, 0.16% hits; AID 504648; also: potency is read from the fitted curve at half-maximal effect; % is scaled to controls: 0 for no effect and ±100 for the full control effect
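A549 ARE-Fluc cells in 5% FBS OPTI-MEM, 5000 cells/well, rested 2 h then exposed to compounds in concentration-response for 18-24 h at 37 °C. Viability by CellTiter-Fluor fluorescence (Ex 405/Em 525) after 30 min; luciferase luminescence (BugLite, 15 min, RT) read afterwards.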
Nrf2 inh: Nrf2 pathway inhibition; A549 ARE-Fluc reporter, luciferase luminescence, 18-24 h; Potency, µM (top dose mostly 46 µM), without a hit: at the highest dose activity change, negative = inhibition, hits mostly inhibitors; 360,000 compounds, 2.1% hits; also: potency is read from the fitted curve at half-maximal effect; % is scaled to controls: 0 for no effect and ±100 for the full control effect; nearly all actives have a fitted effect of over 60% in size
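Cells were seeded and rested 2 h, then exposed to compounds for 18-24 h. CellTiter-Fluor was read first as a viability measure. BugLite was added 15 min before the final luminescent read of ARE-luciferase activity in A549 cells.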
MmCpn inh: M. maripaludis TRiC chaperonin inhibition | 330,000 compounds, 0.031% hits | purified Mm-Cpn ATPase, ADP Transcreener TR-FRET | Potency, µM (series often up to 76.9 µM), inactives show at the top dose activity, negative = inhibition, usual class: inhibitors; also: potency is read from the fitted curve at half-maximal effect; % is scaled to controls: 0 for no effect and ±100 for the full control effect; nearly all actives have a fitted effect of over 80% in size
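Purified archaeal chaperonin (25 nM final) was preincubated with compound for 10 min at 37°C, then ATP (10 uM final) was added for 30 min at 37°C in Tris pH 7.4/KCl/MgCl2/DTT buffer. ADP was quantified by HTRF Transcreener TR-FRET.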
CCT chaperon mod: modulators of cytosolic chaperonin (CCT/TRiC) activity. purified chaperonin ATPase assay, HTRF ADP detection, 30 min. activity change, % (test concentration not listed), hits read low. 360,000 compounds, 0.3% hits. AID 651819; in the data active = activity change below about -30%; also: % is scaled to controls: 0 for no effect and ±100 for the full control effect
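We incubate TRiC, 40 or 20 nM final, with library compounds at 76 uM and 10 uM ATP for 30 min at 37 °C. ADP formed is detected with Transcreener HTRF reagents after 30 min at room temperature.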
TGFb inhibitor: TGF-b pathway inhibition; HepG2 CAGA-GFP TGF-b/SMAD3 reporter, GFP fluorescence, 18 h; TGF-beta stimulated, 500 pg/mL final; Potency, µM (highest dose often 46.1 µM), for the others: at the top dose activity, negative = inhibition, usual class: inhibitors; 410,000 compounds, 1.2% hits; AID 588855; also: potency is read from the fitted curve at half-maximal effect; % is scaled to controls: 0 for no effect and ±100 for the full control effect; nearly all actives have a fitted effect of over 65% in size
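Inhibition was scored as loss of TGF-beta-induced (500 pg/mL final, 18 hours, 37 degrees C) GFP in HEPG2 cells carrying a CAGA-GFP reporter, in DMEM with 1% FBS. Well GFP was summed per cell; Activity was normalised to unstimulated and stimulated DMSO wells, then concentration-response fitting.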
* hit, by the source's call; i = inactive; ? = inconclusive; nt = no result given; & = joins results of further samples. Unless noted, calls follow the shape of the dose curve; as a rule, active = well fitted curve in the direction sought with a large enough effect; inconclusive = small, poorly fitted or top-dose-only effect, or another doubt; inactive = no such curve, though single readings can be large; an effect the other way counts as inactive or inconclusive.

1. O=C(COC(=O)/C=C/c1cccs1)Nc1ccc2ccccc2c1
2. COc1cc(/C=C/C(=O)OCC(=O)NCc2ccco2)ccc1O
3. CCN(Cc1ccncc1)C(=O)CCc1nnc(CCc2ccccc2OC)o1
4. O=[N+]([O-])c1ccc(/C=N/Nc2nc(NCc3ccccc3)nc(N3CCOCC3)n2)cc1
5. O=C(NC(=S)Nc1ccccn1)c1cncc(Br)c1
6. COc1ccc2cc3cc(C(=O)N4CC(C)CC(C)C4)oc3nc2c1 (stereo unspecified)
7. CCOc1ccc(C(=O)Cn2c(=O)n3nc(CCn4nc(C)cc4C)nc3c3cc(OC)c(OC)cc32)cc1
8. CN(Cc1cccnc1)Cc1cn[nH]c1-c1ccc(-c2ccccc2)cc1
assay / entry,1,2,3,4,5,6,7,8
Nrf2 ARE act,17.0%,10.5%,-0.4%,-0.5%,3.7%,-0.1%,0.2%,0.1%
ATXN viability,i,?,i,i,i,i,nt,i
pAkt inh,i,i,i,i,i,i,nt,i
HepG2 viability,-3.6%,14.2%,1.6%,-4.4%,-21.3%,5.8%,-11.7%,-6.5%
A549 tox,-0.6%,0.5%,3.9%,-3.0%,2.4%,2.1%,3.4%,-3.6%
Nrf2 inh,20.7%,1.9%,-3.4%,-19.9%,15.9%,?,nt,0.7%
MmCpn inh,-2.5%,0.2%,-1.6%,-2.6%,-0.5%,1.6%,nt,1.7%
CCT chaperon mod,-2.2,0.0,-5.9,-10.6,-1.9,-1.0,nt,-0.7
TGFb inhibitor,-9.6%,?,12.2%,?,1.5%,10.6%,-0.1%,-9.2%

9. CCOC(=O)Cn1c(=O)n(Cc2ccccc2)c(=O)c2cccnc21
10. Cc1cc(OCC(=O)Nc2sc3c(c2C(N)=O)CCCC3)ccc1C(C)C
11. CCc1nn2c(=O)c(S(=O)(=O)Nc3ccc(C(C)C)cc3)c(C)nc2s1
12. CC(C)CN(C(=O)COC(=O)COc1ccc2c(c1)CCC2)c1c(N)n(Cc2ccccc2)c(=O)[nH]c1=O
13. COc1ccc(Cl)cc1N(C)C(=O)Cn1cnc2sc(C)c(S(=O)(=O)N3CCN(c4ncccn4)CC3)c2c1=O
14. COc1ccccc1/C=C/c1nc2ccccc2n1C(C)C
15. COc1ccc(/C=N/NC(=O)c2nc(-c3ccccc3)n(-c3ccccc3)n2)cc1OC
16. CCn1c(SCC(=O)Nc2nonc2C)nnc1-c1ccco1
assay / entry,9,10,11,12,13,14,15,16
Nrf2 ARE act,0.1%,1.2%,-0.8%&5.1%,-0.3%,-1.3%,24.5%,-0.2%,-0.5%
ATXN viability,i,i,i,i,i,?,i,i
pAkt inh,i,nt,i,i,nt,nt,i,i
HepG2 viability,2.6%,0.3%,-9.2%&-19.3%,-14.4%,-18.3%,-49.1%,1.9%,-10.0%
A549 tox,10.1%,-17.6%,-10.8%&-2.6%,-6.2%,-13.9%,0.7%,-1.9%,-1.8%
Nrf2 inh,-4.7%,nt,?,-0.4%,-21.5%,?,6.6%,3.4%
MmCpn inh,-1.8%,nt,1.3%,-2.0%,nt,nt,-1.6%,1.4%
CCT chaperon mod,-1.2,nt,-1.3,1.8,nt,nt,-4.2,2.3
TGFb inhibitor,5.0%,-0.2%,-7.6%&-14.1%,-13.3%,-5.9%,?,-2.0%,-0.9%

17. CCn1cc(Cl)c(C(=O)NNC(=O)CCn2ccc([N+](=O)[O-])n2)n1
18. O=S(=O)(c1ccc(F)cc1)n1cnc2ccccc21
19. CN1CCN(c2ccc(NC(=O)CSc3ccccc3)cc2F)CC1
20. COc1ccc(S(=O)(=O)N2CCOCC2)cc1NC(=O)Cc1c(F)cccc1Cl
21. O=C1c2ccccc2-c2c1c1ccccc1c(=O)n2CCO
22. COc1cccc(CNC(=O)CSC(=S)N2CCCC2)c1
23. CC(C)Oc1ccc(S(=O)(=O)N2CCOCC2)cc1NC(=O)CN1C(=O)c2ccccc2C1=O
24. Cc1sc2ncnc(N/N=C/c3cccc(O)c3)c2c1C
assay / entry,17,18,19,20,21,22,23,24
Nrf2 ARE act,-1.2%,-1.0%,-0.4%,-0.9%,27.5%,-0.2%,0.1%,8.1%
ATXN viability,i,i,i,i,?,i,i,nt
pAkt inh,i,i,i,i,i,i,i,i
HepG2 viability,-1.2%,-31.3%,1.7%,-5.3%,0.2%,-14.5%,11.1%,-27.0%
A549 tox,2.8%,4.5%,nt,-4.5%,-10.7%,4.9%,7.8%,-5.1%
Nrf2 inh,2.4%,-7.4%,?,-7.2%,?,3.7%,2.7%,-4.5%
MmCpn inh,-1.0%,-1.5%,1.2%,0.9%,nt,0.3%,nt,-0.2%
CCT chaperon mod,-2.4,2.0,-1.3,-1.3,-1.8,1.4,-0.4,-0.6
TGFb inhibitor,4.5%,-3.3%,20.4%,2.0%,-12.3%,0.6%,5.1%,?

25. C(=N\Nc1nc2ccccc2s1)/c1ccccn1
26. CCN1C(=O)[C@H]2[C@@H](c3ccc(C)cc3)N3C(=O)N(c4ccc(C)cc4)C(=O)[C@@]3(CC)[C@H]2C1=O
27. COc1ccc([N+](=O)[O-])cc1-c1nc2ccccc2nc1-c1ccccc1
28. Clc1ccc(-n2nnnc2CN2CCCCC2)cc1Cl
29. COc1ccc(NC(=O)CN2CCCCCC2)cc1OC
30. COC(=O)CCc1nc2ccccc2[nH]c1=O
31. O=C(CSc1nc(O)cc(=O)[nH]1)Nc1ccc2c(c1)CCC2
32. Cc1ccc(S(=O)(=O)CC(=O)Nc2nccs2)cc1
assay / entry,25,26,27,28,29,30,31,32
Nrf2 ARE act,-1.2%,1.3%,4.2%,0.0%,-0.4%,-0.3%,-0.3%,-0.5%
ATXN viability,?,i,i,i,i,?,i,i
pAkt inh,i,i,i,i,i,i,i,i
HepG2 viability,6.31µM*,3.1%,-3.0%,-4.2%,1.5%,-3.8%,-0.3%,-0.9%
A549 tox,-9.5%,1.1%,-8.2%,2.0%,5.0%,-4.7%,nt,-7.4%
Nrf2 inh,?,5.7%,?,-19.4%,-7.7%,6.1%,11.6%,0.3%
MmCpn inh,-0.6%,0.6%,-0.4%,-21.0%,1.6%,-1.9%,-0.7%,-0.9%
CCT chaperon mod,1.0,-1.5,-1.2,-0.2,-1.2,-0.3,0.0,-0.5
TGFb inhibitor,3.55µM*,?,-7.0%,7.3%,11.9%,2.1%,-10.7%,0.0%

33. CC#CCN1c2ccccc2[C@]23C[C@@H](C(=O)OC)N(C(=O)c4cc(C)oc4C)C2=NC(C(=O)OC)=C(C(=O)OC)[C@H]13
34. Cc1ccc(-n2c(Cl)c(Cl)[nH]c(=O)c2=O)cc1
35. CC(C)(CO)CNC(=O)CCc1nnc(Cc2ccc(-c3ccccc3)cc2)o1
36. C=CCNC(=S)N1CCN(c2ncc(C(F)(F)F)cc2Cl)CC1
37. CCOc1ccccc1OCCCC(=O)N1CCN(S(=O)(=O)c2ccc(C)cc2C)CC1
38. Cc1ccc(NC(=O)c2ccc3c(c2)NC(=O)CS3)nc1
39. Cc1cccc(/C=C/c2nc3ccccc3c(=O)n2Cc2ccccc2)c1
40. Cc1cc(C(=O)NCCN2CCCCC2C)n(-c2ccccc2)n1 (stereo unspecified)
assay / entry,33,34,35,36,37,38,39,40
Nrf2 ARE act,-0.2%,0.3%,2.5%,0.3%,0.4%,2.2%,12.3%,0.4%
ATXN viability,?,i,i,i,i,i,i,i
pAkt inh,i,i,i,i,i,i,i,i
HepG2 viability,-11.1%,16.2%,-10.8%,-20.2%,-16.8%,-7.8%,-3.4%,1.9%
A549 tox,-15.2%,-10.1%,0.1%,-6.0%,0.5%,5.1%,?,-1.3%
Nrf2 inh,16.4µM*,-3.9%,?,-15.8%,?,?,?,9.5%
MmCpn inh,-1.7%,-6.1%,1.0%,-1.5%,-1.6%,-0.4%,1.0%,-0.7%
CCT chaperon mod,-4.6,-4.1,1.5,-0.4,0.6,0.9,-2.2,1.5
TGFb inhibitor,-1.3%,-20.8%,-3.2%,-17.7%,-3.0%,1.5%,?,9.7%

41. COc1cccc(-c2cc(C(F)(F)F)nc(-n3cccn3)n2)c1
42. NC1=C([N+](=O)[O-])C(c2ccc(F)cc2)C2=C(CCCC2=O)O1 (stereo unspecified)
43. COc1ccc(-c2cc(C(=O)Nc3cccnc3)no2)cc1OC
44. Clc1ccccc1Cn1nnc2c(N3CCCC3)ncnc21
assay / entry,41,42,43,44
Nrf2 ARE act,1.9%,1.7%,2.6%&3.9%,-0.9%
ATXN viability,?,i,?,i
pAkt inh,i,i,i,i
HepG2 viability,-4.2%,-10.9%,-5.0%&-15.8%,-4.0%
A549 tox,-5.5%,2.2%,13.1%&1.6%,0.3%
Nrf2 inh,-9.2%,?,27.4%&13.1%,10.1%
MmCpn inh,-1.3%,0.8%,-0.9%,-6.3%
CCT chaperon mod,-1.2,1.3,0.3,-0.4
TGFb inhibitor,-1.7%,-17.4%,-12.2%&11.4%,-1.6%

Looked up by compound from the entries so far, 3 records:
7. CCOc1ccc(C(=O)Cn2c(=O)n3nc(CCn4nc(C)cc4C)nc3c3cc(OC)c(OC)cc32)cc1
41. COc1cccc(-c2cc(C(F)(F)F)nc(-n3cccn3)n2)c1
24. Cc1sc2ncnc(N/N=C/c3cccc(O)c3)c2c1C
assay / entry,7,41,24
Nrf2 ARE act,0.2%,1.9%,8.1%
ATXN viability,nt,?,nt
pAkt inh,nt,i,i
HepG2 viability,-11.7%,-4.2%,-27.0%
A549 tox,3.4%,-5.5%,-5.1%
Nrf2 inh,nt,-9.2%,-4.5%
MmCpn inh,nt,-1.3%,-0.2%
CCT chaperon mod,nt,-1.2,-0.6
TGFb inhibitor,-0.1%,-1.7%,?
